CHT PAM – allosteric activators of human choline transporter CHT; Q9GZV3; 0.49% of 310,000 active; CHT-expressing cells, membrane potential dye, choline EC20; active compounds read high; LV-AA mutant CHT in HEK293 cells; B-score at 10 µM;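 active = initial fluorescence not abnormally high and integrated response B-score, plate-corrected, over 3 SD above library mean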
Target sequence (Q9GZV3 whole entry, looked up): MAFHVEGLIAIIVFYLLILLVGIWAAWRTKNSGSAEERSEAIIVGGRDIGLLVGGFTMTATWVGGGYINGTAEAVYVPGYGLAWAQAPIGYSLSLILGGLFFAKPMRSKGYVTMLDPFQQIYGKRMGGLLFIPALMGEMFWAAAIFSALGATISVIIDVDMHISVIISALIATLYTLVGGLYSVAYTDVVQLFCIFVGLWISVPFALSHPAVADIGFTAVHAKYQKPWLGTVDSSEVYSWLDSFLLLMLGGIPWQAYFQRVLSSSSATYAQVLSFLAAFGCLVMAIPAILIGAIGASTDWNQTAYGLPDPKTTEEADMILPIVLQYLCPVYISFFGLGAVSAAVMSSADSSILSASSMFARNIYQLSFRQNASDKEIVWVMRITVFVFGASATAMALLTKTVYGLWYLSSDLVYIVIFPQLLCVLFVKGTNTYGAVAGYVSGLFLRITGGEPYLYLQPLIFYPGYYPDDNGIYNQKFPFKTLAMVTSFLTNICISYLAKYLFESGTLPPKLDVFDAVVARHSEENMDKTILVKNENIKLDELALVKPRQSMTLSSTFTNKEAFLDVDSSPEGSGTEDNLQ
CHT block – inhibits the human high affinity choline transporter | CHT-expressing cells, membrane potential dye, choline response; active compounds read low | Q9GZV3 | AID 488975 | 0.86% of 310,000 active | B-score at 10 µM;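 active = B-score over 3 SD under the library average, and starting fluorescence ratio not unusually high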;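 also: choline stimulus applied at its EC90 after an EC20 pre-addition; B-score computed on integrated fluorescence ratio after choline addition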
Numbers without * were called inactive; i = inactive.

Sequence of screens: CHT block | CHT PAM
> CC1CCc2c(nc3ncnn3c2N2CCN(c3ccccc3F)CC2)C1 (stereo not given)
    i | i
> Cc1ccc(NC=C(S(=O)(=O)c2ccccc2)S(=O)(=O)c2ccccc2)c(C)c1
    i | i
> COc1ccc(CN2C(=O)CC(Cc3cc(C)cc(C)c3)C2=O)cc1OC (stereo not given)
    i | i
> COc1ccc(NS(=O)(=O)c2ccc(C)c(C(=O)NCC(c3cccs3)N3CCOCC3)c2)cc1 (stereo not given)
    i | i
> CCN(CC(=O)Nc1ccc(NC(C)=O)cc1)C(=O)C1COc2ccccc2O1 (stereo not given)
    i | i
> Cc1cc(C)n(-c2ncc(-c3ccccc3)nn2)n1
    i | i
> COc1ccc(NC(=O)CSc2cc(C)ccc2C)cn1
    i | i
> CCOc1ccc(-c2nnn(CC#N)n2)cc1OC
    i | i
> Cn1cc(C=O)c2cc(S(=O)(=O)N3CCOCC3)ccc21
    i | i
> O=C(NCC1CCCO1)c1cc2n(n1)C(C(F)(F)F)CC(c1ccc(Br)cc1)N2 (stereo not given)
    i | i

(next part)
Sequence of screens: CHT block | CHT PAM
> Cc1c(NC(=O)c2cc(-c3ccc(F)cc3)on2)c(=O)n(-c2ccccc2)n1C
    i | i
> Cc1ccccc1C(=O)NCC(=O)NNC(=S)NC(=O)c1ccccc1C
    i | i
> CC1CCN(C(=O)Cn2cc(C(=O)c3ccco3)c3ccccc32)CC1
    i | i
> O=C1OCc2cc(NC(=O)C3COc4ccccc4O3)ccc21 (stereo not given)
    i | i
> O=c1[nH]c2ccc(Cl)cc2c(-c2ccccc2)c1CN1CCOCC1
    i | i
> O=C1S/C(=C\c2ccccc2)C(=O)N1CC(O)Cn1c2ccccc2c2ccccc21 (stereo not given)
    i | i
> Fc1ccc(NCc2cccnc2)cc1F
    i | i
> O=C(Cc1ccc([N+](=O)[O-])cc1)c1c(O)cc(O)cc1O
    i | i
> COc1ccc(CNC(=O)c2c(C)nc3ccccn23)cc1
    i | i
> CCc1[nH]nc2c1C1(CCN(C(=O)OCc3ccccc3)CC1)C(C#N)=C(N)O2
    i | i

(continued)
Sequence of screens: CHT block | CHT PAM
> Cn1cccc1C(=O)NC(=O)COC(=O)CNS(=O)(=O)c1ccc(Br)cc1
    i | i
> Nc1nc(N)c2nc(CNc3ccc(C(=O)NC(CCC(=O)O)C(=O)O)cc3)cnc2n1 (stereo not given)
    i | i
> CCCc1cc(C(=O)Nc2cccc(Cl)c2C)no1
    i | i
> Cc1cc(Br)ccc1SCC(=O)OCC(=O)c1c(N)n(C)c(=O)n(C)c1=O
    i | i
> Cc1nn2c(=O)c3c4c(sc3nc2n1-c1ccccc1)COC(C)(C)C4
    i | i
> O=C(CNCc1ccc(Cl)cc1)Nc1ccc2c(c1)OCCO2
    i | i
> Cc1cc(NC(=O)CCC(=O)N(CC(=O)NC2CCCC2)Cc2ccc(F)cc2)no1
    i | i
> CC1(C)Cc2c(sc3[nH]c(=S)[nH]c(=O)c23)CO1
    i | i
> CN(C)/C=C/C(=O)c1cnc(-c2ccccc2Cl)s1
    i | i
> CCn1c(COc2ccccc2C)nnc1SCC(=O)NC1CCCC1
    i | i

(next part)
Sequence of screens: CHT block | CHT PAM
> CC(C)(C)OC(=O)COc1cc(OCC(=O)OC(C)(C)C)c2c(=O)cc(-c3ccccc3)oc2c1
    i | 8.3*
> CCCC(=O)Nc1nc2ccc(C(=O)OCC)cc2s1
    i | i
> CC1Cc2ccccc2N1C(=O)Cn1nc(C(=O)O)c2ccccc2c1=O (stereo not given)
    i | i
> COc1ccc(-c2nn(-c3ccccc3)cc2/C=N/N2C(=O)CSC2=S)cc1
    i | i
> CC(NS(=O)(=O)c1ccc(Br)cc1)C(=O)NCc1ccco1 (stereo not given)
    i | i
> COc1ccc([N+](=O)[O-])cc1NC(=O)COC(=O)/C=C/c1ccco1
    i | i
> c1ccc(C2CSc3ccccc3N2)cc1 (stereo not given)
    i | i
> CCC(C)[C@H](NC(=O)NCc1ccc(F)cc1)C(=O)O (stereo not given in full)
    i | i
> CC(=O)c1c(C(C)=O)c(C)n(-c2nc(-c3ccc(Br)cc3)c(C)s2)c1C
    i | i
> C=CCn1c(CCc2ccccc2)nnc1SCC(=O)OC
    i | i

(next part)
Sequence of screens: CHT block | CHT PAM
> COc1ccc(-c2csc3ncnc(N4CCN(c5cccc(C)c5C)CC4)c23)cc1
    i | i
> Cc1ccc2[nH]cc(C(=O)CN3CCN(c4ccccn4)CC3)c2c1
    i | i
> COC(=O)c1cn(N(C)c2ncc(C(F)(F)F)cc2Cl)c(=O)c2ccccc12
    i | i
> CN(NS(C)(=O)=O)c1ncc(C(F)(F)F)cc1Cl
    i | i
> COc1cccc(N=Cc2c(O)c3ccccc3oc2=O)c1
    i | i
> COc1ccc(OCc2cccc(C(=O)Nn3cc([N+](=O)[O-])cn3)c2)cc1
    -7.1* | i
> CC(OC(=O)CCCN=C1NS(=O)(=O)c2ccccc21)C(=O)Nc1ccc(F)c(F)c1F (stereo not given)
    i | i
> Cc1nc2ccccc2c(=O)n1-c1cccc(NC(=O)c2cccs2)c1
    i | i
> COc1cccc(/C=C(\C#N)C(=O)NC2CCS(=O)(=O)C2)c1 (stereo not given)
    i | i
> O=C(NC(Cc1ccccc1)C(=O)N1CCCC1C(=O)O)c1ccccc1 (stereo not given)
    i | i

Carrying on:
Sequence of screens: CHT block | CHT PAM
> CCOC(=O)N1CCC(NC(=O)C(CC(C)C)NC(=O)C2CCC(C)CC2)CC1 (stereo not given)
    i | i
> Cc1ccc(CNC(=O)CCCc2cn(C)c3ccccc23)cc1
    i | i
> COc1cnc(SCc2ccc(Cl)cc2)nc1Cl
    i | i
> O=c1c2ccccc2[nH]c(=S)n1CCN1CCCCC1
    -12* | i
> C[N+](C)(C)C[C@H](O)CC(=O)[O-]
    i | i
> Cc1ccc(C(c2nnnn2CS(=O)(=O)c2ccc(C)cc2)N2CCC(C)CC2)cc1 (stereo not given)
    i | i
> CC(/C=C/c1ccco1)=N/NC(=O)C1COc2ccccc2O1 (stereo not given)
    i | i
> CCOC(=O)c1cc2cc3ccccc3cc2[nH]1
    i | i
> O=C(Nc1ccccc1)/C(=C\c1ccccc1)NC(=O)c1ccco1
    i | i
> CCCNC(=S)NNC(=O)c1cc(-c2cccnc2)nc2ccccc12
    i | i

The results go on:
Sequence of screens: CHT block | CHT PAM
> COc1cccc(/C=C/C(=O)Nc2ccc(C(=O)Nc3cccc(S(N)(=O)=O)c3)cc2)c1OC
    i | i
> Cc1ccccc1OC(C)C(=O)Nc1ccc2c(c1)OCO2 (stereo not given)
    i | i
> Nc1[nH]nc2nc3ccccc3cc12
    i | i
> Cc1cccc(-c2cccc(NC(=O)C3CCCN(Cc4cccnc4)C3)c2)c1 (stereo not given)
    i | i
> Cc1n[nH]c(=O)c2c(NC(=O)COC(=O)c3ncc(Cl)c(Cl)c3Cl)oc(C)c12
    i | i
> O=C(Cc1ccccc1)Nc1ccc(C(=O)NCC2COc3ccccc3O2)cc1 (stereo not given)
    i | i
> FC(F)(F)c1nnc(N2CCN(c3ccc(Cl)cc3)CC2)s1
    i | i
> Cc1cccc(NC(=O)CSc2nnc(CNC(=O)c3ccco3)n2C)c1C
    i | i
> Cc1cc(C)nc(NS(=O)(=O)c2ccc(NC(=O)c3cc(=O)c4ccccc4o3)cc2)n1
    i | i
> O=C(O)COc1ccc(/C=N/NC(=O)/C(=C/C=C/c2ccccc2)NC(=O)c2ccccc2)cc1
    i | i

In another format: entries from further up.
Molecule	CHT block	CHT PAM
Nc1[nH]nc2nc3ccccc3cc12	i	i
Cc1cccc(-c2cccc(NC(=O)C3CCCN(Cc4cccnc4)C3)c2)c1 (stereo not given)	i	i

Other results
Sequence of screens: CHT block | CHT PAM
> COc1ccc(-n2nnc3c(SCC(=O)OCc4ccccc4)ncnc32)cc1
    i | i
> CCN(c1ccc(C)c(C)c1)S(=O)(=O)c1c(C)[nH]c(=O)[nH]c1=O
    i | i
> CCOC(=O)c1c(C)n(C)c2ccc(OCC(O)CN3CCN(C)CC3)cc12 (stereo not given)
    i | i
> C=CCn1c(SCC(=O)NCCOC)nnc1-c1cc2c(s1)CCC(CC)C2 (stereo not given)
    i | i
> CN(C(=O)C(=O)c1cn(CC(=O)N2CCCC2)c2ccccc12)C1CCCCC1
    i | i
> CC(=O)c1c(C)[nH]c(C(=O)OCC(=O)Nc2cccc(S(=O)(=O)N3CCCC3)c2)c1C
    i | i
> COc1ccccc1/C=C/C=N/n1c(-c2cc(-c3ccccc3)n[nH]2)n[nH]c1=S
    i | i
> Cc1cc(C)n(CC(=O)n2c3c(c4ccccc42)CCCC3)n1
    i | i
> Cc1noc(C)c1CSc1nnc(-c2ccccc2F)n1CCc1ccccc1
    i | i
> COc1ccc(S(=O)(=O)N2CCCCCC2)cc1NC(=O)CC1OC(=O)c2ccccc21 (stereo not given)
    i | i

Next records follow:
Sequence of screens: CHT block | CHT PAM
> O=C(NCc1cccc(Cl)c1)c1ccc2c(c1)OCO2
    i | i
> S=C(NCc1ccccc1)NCc1ccco1
    i | i
> Cc1cc(C)c2c(CN3CCN(Cc4ccccc4)CC3)cc(=O)oc2c1
    i | i
> COC(=O)C1=C(C)NC(=O)NC1c1ccc([N+](=O)[O-])o1 (stereo not given)
    i | i
> CCc1ccc(OCC(O)CNC(C)(C)C)cc1 (stereo not given)
    i | i
> CCn1c(CC(=O)Nc2ccccc2F)nnc1SCC(=O)N1CCOCC1
    i | i
> COc1cccc(C2CC(c3c(-c4ccccc4)c4cc(Cl)ccc4[nH]c3=O)=NN2S(C)(=O)=O)c1OC (stereo not given)
    i | i
> CCC(C(=O)NC1CCCCCC1)n1nc(C)c2c(C)n(-c3ccccc3)nc2c1=O (stereo not given)
    i | i
> COc1ccc(S(=O)(=O)N2CCCC(C(=O)Nc3cccc(C(C)=O)c3)C2)cc1 (stereo not given)
    i | i
> O=S(=O)(NCc1ccc(Cl)cc1)NCc1ccc(Cl)cc1
    i | i

More results
Sequence of screens: CHT block | CHT PAM
> CC1(C)NC(=O)N(CC(O)COc2cc3ccccc3cc2C(=O)N2CCCCC2)C1=O (stereo not given)
    i | i
> CN(Cc1cnn(C)c1)C(=O)C1CCC(=O)N(Cc2cccc(C(F)(F)F)c2)C1 (stereo not given)
    i | i
> CCOC(=O)C1=C(C)NC(=O)CC1c1cc2c(cc1Br)OCO2 (stereo not given)
    i | i
> COc1cccc(/C(C)=N/NC(=O)Cc2c(C)[nH][nH]c2=O)c1
    i | i
> COC(=O)CSc1cc(C)nc(NC(C)=O)n1
    i | i
> CCCc1nc2oc3c(NCCN4CCOCC4)ncnc3c2c2c1CCCC2
    i | i
> COc1cccc(NC(=O)N2CCC(NC(=O)C(Cc3ccccc3F)NC(C)=O)CC2)c1 (stereo not given)
    i | i
> Cc1cccc(C)c1NC(=O)Cn1nc(-c2ccc(Cl)s2)ccc1=O
    i | i
> C#CCn1cccc(C(=O)Nc2ccc(OC)cc2)c1=O
    i | i
> Cc1cc(C)n2nc(CC(=O)NNC(=O)COc3cccc(C)c3C)nc2n1
    i | i

Later entries
Sequence of screens: CHT block | CHT PAM
> O=C(Cn1cnc2c(cnn2-c2ccccc2)c1=O)NCCc1ccccc1
    i | i
> Cc1cc(C)c(S(=O)(=O)NCCc2ccncc2)c(C)c1
    i | i
> COC(=O)N/N=C/c1ccc(-c2ccccc2Cl)o1
    i | i
> COc1ccc([N+](=O)[O-])cc1NC(=O)CSc1ccc2ccccc2c1
    i | i
> COc1ccc(CCN(C)C2CCCN(S(=O)(=O)N(C)C)C2)cc1OC (stereo not given)
    i | i
> COC(=O)CSc1ccc2nnc(-c3ccc(OC)c(OC)c3)n2n1
    i | i
> Cc1cc(N)n(-c2ccccn2)n1
    i | i
> COc1ccccc1NS(=O)(=O)c1cc(NC(=O)c2ccc3c(c2)OCCO3)ccc1C
    i | i
> O=C(CCC(=O)Nc1ccccc1)NNC(=O)c1cccs1
    i | i
> Cc1ccccc1NC(=O)c1cccc(NC(=O)CCC(=O)O)c1
    i | i

Next section
Sequence of screens: CHT block | CHT PAM
> CCOc1ccccc1N1CCN(C(=O)c2cccc(-c3ccc(O)cc3)c2)CC1
    i | i
> CCc1ccc(OCC(=O)N(C)CCC#N)c(Br)c1
    i | i
> COc1ccccc1NC(=S)Nc1cccc(F)c1
    i | i
> O=C(NC1CCCC1)C(c1ccncc1)N(Cc1ccccc1)C(=O)Cc1cccs1 (stereo not given)
    i | i
> Nc1ccccc1C(=O)NCc1ccc(Cl)cc1
    i | i
> COc1ccc(S(=O)(=O)N2CCN(C(=O)COc3ccc(C)c(C)c3)CC2)cc1OC
    i | i
> Cc1nn(C)cc1S(=O)(=O)N1CCN(c2cccc(Cl)c2)CC1
    i | i
> COc1ccccc1-c1cc(C(F)(F)F)nc(S(=O)(=O)CCCC(=O)N2CCCCC2C)n1 (stereo not given)
    i | i
> Cc1ccc(N2CCN(C(=O)C3CCC(=O)N(Cc4ccc(Cl)cc4)C3)CC2)c(C)c1 (stereo not given)
    i | i
> Cc1ccc(C)c(SCC(=O)OCC(=O)Nc2ncc(C(F)(F)F)cc2Cl)c1
    i | i
> Cc1ccc(O/C=C2\OC(=O)c3ccccc32)cc1
    i | i
> O=c1oc2cc(O)ccc2cc1S(=O)(=O)c1ccccc1
    i | i
> CCc1cccc(C)c1NC(=O)C1CC=CCC1C(=O)O (stereo not given)
    i | i

Part of the list above, set out differently.
| SMILES | CHT block | CHT PAM |
| --- | --- | --- |
| CCc1ccc(OCC(=O)N(C)CCC#N)c(Br)c1 | i | i |
| COc1ccc(S(=O)(=O)N2CCN(C(=O)COc3ccc(C)c(C)c3)CC2)cc1OC | i | i |
| Cc1ccc(O/C=C2\OC(=O)c3ccccc32)cc1 | i | i |
| O=c1oc2cc(O)ccc2cc1S(=O)(=O)c1ccccc1 | i | i |
| Nc1ccccc1C(=O)NCc1ccc(Cl)cc1 | i | i |
| CCc1cccc(C)c1NC(=O)C1CC=CCC1C(=O)O (stereo not given) | i | i |
| COc1ccccc1-c1cc(C(F)(F)F)nc(S(=O)(=O)CCCC(=O)N2CCCCC2C)n1 (stereo not given) | i | i |
